Screening results: PubChem, Icahn School of Medicine at Mount Sinai
RBX1-CUL1 inh: inhibitors of human ROC1-CUL1 ubiquitin ligase activity; in vitro K48 di-Ub FRET, acceptor:donor ratio, 45 min; inhibition, % at 10 µM; E3 ubiquitin-protein ligase RBX1 (Homo sapiens) + Cullin-1 (Homo sapiens), P62877+Q13616; 140,000 tested, 0.6% active; in the data active means inhibition above about 25%
Target sequence (P62877 whole entry, looked up): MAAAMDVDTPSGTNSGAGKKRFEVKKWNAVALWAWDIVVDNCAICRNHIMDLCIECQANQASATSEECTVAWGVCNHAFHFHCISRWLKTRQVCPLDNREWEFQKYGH
Target sequence (Q13616 whole entry, looked up): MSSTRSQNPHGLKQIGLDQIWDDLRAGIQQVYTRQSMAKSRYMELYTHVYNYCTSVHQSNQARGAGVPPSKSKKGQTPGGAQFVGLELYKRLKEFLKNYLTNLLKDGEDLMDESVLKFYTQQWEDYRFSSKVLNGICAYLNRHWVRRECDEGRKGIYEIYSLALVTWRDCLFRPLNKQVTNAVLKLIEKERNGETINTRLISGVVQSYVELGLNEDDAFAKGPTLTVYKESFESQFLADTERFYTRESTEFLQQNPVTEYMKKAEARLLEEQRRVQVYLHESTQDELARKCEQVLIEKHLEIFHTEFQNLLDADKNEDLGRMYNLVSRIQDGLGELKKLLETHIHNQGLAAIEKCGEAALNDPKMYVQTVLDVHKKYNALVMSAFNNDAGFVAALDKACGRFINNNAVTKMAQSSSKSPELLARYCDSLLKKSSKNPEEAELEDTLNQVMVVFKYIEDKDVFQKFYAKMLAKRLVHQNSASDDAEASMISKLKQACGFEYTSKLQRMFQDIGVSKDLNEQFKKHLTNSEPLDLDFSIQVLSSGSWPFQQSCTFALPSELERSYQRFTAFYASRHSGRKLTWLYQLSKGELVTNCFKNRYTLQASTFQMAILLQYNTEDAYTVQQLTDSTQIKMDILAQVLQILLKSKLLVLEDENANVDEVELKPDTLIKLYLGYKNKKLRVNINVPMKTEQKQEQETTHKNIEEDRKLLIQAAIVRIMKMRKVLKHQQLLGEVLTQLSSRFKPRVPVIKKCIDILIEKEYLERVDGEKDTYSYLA
* marks the source's active call; other numbers are inactive results.

SMILES | RBX1-CUL1 inh
O=C(Nc1ccc(OC(F)(F)F)cc1)C1CCCN(S(=O)(=O)c2ccc(Br)s2)C1 (stereo unspecified) | 5
CCN(Cc1ccccc1)C(=O)CN1C(=O)COc2ccc(S(=O)(=O)NC3CCCC3)cc21 | 0
Cc1c(CCc2ccccc2)c(=O)oc2cc(O)ccc12 | 6
CC1=C(C)CC(C(=O)NNC(=O)c2csc3c2CCC(C(C)(C)C)C3)C(C(=O)O)C1 (stereo unspecified) | 8
C/C(=N\NC(=O)CN(c1cc(C(F)(F)F)ccc1Cl)S(C)(=O)=O)c1cccs1 | 14
COc1ccc(CC2(CCC(=O)N3CCN(c4ccc(Cl)cc4)CC3)CCC(=O)N2)c(F)c1 (stereo unspecified) | -2
COCc1cc(CNC2CCCc3c2cnn3-c2ccccn2)ccc1OC (stereo unspecified) | -9
COc1ccc(-c2ccccc2NC(=O)C2CCCN2C2CCOCC2)cc1 (stereo unspecified) | 1
CCOC(=O)C1=C(c2ccccc2)N=c2s/c(=C\c3ccc(C)o3)c(=O)n2C1c1ccc(F)cc1 (stereo unspecified) | -4
O=C(Nc1ccccc1F)C(Cc1ccccc1)n1cccc1 (stereo unspecified) | 1

Shown tab-delimited: part of the list above
Molecule	RBX1-CUL1 inh
Cc1c(CCc2ccccc2)c(=O)oc2cc(O)ccc12	6
C/C(=N\NC(=O)CN(c1cc(C(F)(F)F)ccc1Cl)S(C)(=O)=O)c1cccs1	14
O=C(Nc1ccccc1F)C(Cc1ccccc1)n1cccc1 (stereo unspecified)	1
O=C(Nc1ccc(OC(F)(F)F)cc1)C1CCCN(S(=O)(=O)c2ccc(Br)s2)C1 (stereo unspecified)	5
COc1ccc(CC2(CCC(=O)N3CCN(c4ccc(Cl)cc4)CC3)CCC(=O)N2)c(F)c1 (stereo unspecified)	-2
COc1ccc(-c2ccccc2NC(=O)C2CCCN2C2CCOCC2)cc1 (stereo unspecified)	1

(cont.)
SMILES | RBX1-CUL1 inh
Cc1c(Cl)cccc1NC(=O)Cn1cc2c(n1)CCCC2 | 4
CCC(C)c1ccc2oc(-c3ccc(NC(=O)c4cc5ccccc5o4)cc3)nc2c1 (stereo unspecified) | 5
COc1ccc(NC(=O)CCc2nc3c(C)nn(-c4ccc(C)cc4)c3n(C)c2=O)c(OC)c1 | -16
CC(=O)c1cc2ccsc2s1 | -5
COc1ccc(-n2cc(C(=O)NCc3ccc(Cl)cc3)c3ccccc3c2=O)cc1 | -6
Cc1ccc(C(=O)NCC(c2ccc3c(c2)OCO3)N2CCN(c3ccc(F)cc3)CC2)cc1 (stereo unspecified) | -5
CNC(=O)NCCN1CCOCC1 | 3
COc1cccc(N2CCN(S(=O)(=O)c3ccc(-c4cc(C(F)(F)F)on4)s3)CC2)c1 | 6
Cn1c(=O)c2nc(-c3ccccn3)c(-c3ccccn3)nc2n(C)c1=O | 3
CN(C)Cc1ccc(F)cc1Sc1ccc(Cl)cc1Cl | -5
CCCn1c(C)c(CC(=O)NCC(C)O)c2c1CC(C)(C)CC2=O (stereo unspecified) | 8
CCCCc1ccc(NC(=O)OC)cc1 | 0
Cc1ccc(-n2ncc(C(=O)N3CCCCC3)c2NC(=O)c2ccco2)cc1C | 8
Cc1[nH]c2ccccc2c1C(c1ccc(Cl)cc1Cl)C(C#N)C#N (stereo unspecified) | 7
CC(=O)c1cn(-c2ccccc2)nc1C(C)=O | 0
COC(=O)[C@@H](NC(=O)c1cc(CCc2ccccc2)no1)c1ccccc1 | -8
COc1cccc(C(=O)Nc2ccc(S(=O)(=O)Nc3nccc(C)n3)cc2)c1 | 0
O=S(=O)(NCCc1csc2nc(-c3ccc(F)cc3)nn12)c1ccc(Br)cc1 | -3
O=C(CCCc1ccccc1)Nc1cccc(N2CCC(N3CCN(c4ccccc4O)CC3)CC2)c1 | 1
COc1cccc2c1cc1c(=O)n(CC(=O)N3CCN(c4cccc(Cl)c4)CC3)nc(C)n12 | -2
COc1ccc2c(C)nc(N3CCC(C(=O)N(C)C4CCOC4)CC3)nc2c1 (stereo unspecified) | -10
Cc1cccc(N(CC(=O)NCCSCc2cccc(Cl)c2)S(=O)(=O)c2ccccc2)c1C | 0
COc1ccc(CNC(=O)CN(C)S(=O)(=O)c2ccc3nc(C)sc3c2)cc1 | -14
CCOc1ccc(N2C(=O)/C(=C/c3cccn3C)C(=O)NC2=S)cc1 | 10
CCN(CC)CC(O)COc1ccc(CN2CCCN(C(C)=O)CC2)cc1OC (stereo unspecified) | -5
CNS(=O)(=O)c1ccc(OC)c(-c2nnc3c4ccccc4c(C)nn23)c1 | 8
O=C1C=CC(Br)=CC(C(=O)/C=C/c2ccccc2)C1=O (stereo unspecified) | 2
COc1ccc(-c2cc3ncc(S(=O)(=O)c4ccccc4)c(-c4ccc(Cl)cc4)n3n2)cc1 | -1
CCOC(=O)C1C(c2cn(-c3ccccc3)nc2-c2cccs2)NC(=O)NC1(O)C(F)(F)F (stereo unspecified) | 6
CCC(=O)N1CCc2cc(Br)cc(S(=O)(=O)NCc3cccc(OC)c3)c21 | -5
CN(CCc1ccccn1)C(=O)CCC1CCCN(C(=O)CSc2ccccn2)C1 (stereo unspecified) | 13
O=C1C2CCCCN2C(=O)N1CCCN1CCN(c2cccc(C(F)(F)F)c2)CC1 (stereo unspecified) | 6
Cc1ccc(-c2cn3c(n2)sc2cc(C(=O)NC(C)C45CC6CC(CC(C6)C4)C5)ccc23)cc1 (stereo unspecified) | 7
Cn1c(=O)c2c(SCC(=O)NCC3CCCO3)nc(-c3ccccc3F)nc2n(C)c1=O (stereo unspecified) | 0
COC(=O)C1=NN(C(C)=O)C2C(=O)N(c3ccc(Cl)cc3)C(=O)C12 (stereo unspecified) | -8
Cc1ccc(NC(=O)Cn2c(=O)nc(-c3ccccc3)c3ccccc32)cc1 | -12
O=C(c1ccc(C2CCCN2)s1)N(Cc1cncs1)C1CC1 (stereo unspecified) | 2
CCCCNC(=O)CN1C(=O)CSc2ccc(S(=O)(=O)N3CCC(C)CC3)cc21 | -3
CCc1ccc(CN2CCCC2C(=O)Nc2ccccc2Oc2cccnc2)o1 (stereo unspecified) | -1
CC1CCN(S(=O)(=O)Cc2ccc(Cl)c(Cl)c2)CC1 | -6
Cc1ccc(-n2nc3ccc(NC(=O)c4ccco4)cc3n2)cc1 | 12
Cc1ccc(/C=C2N=C(/C=C/c3ccccc3)OC/2=O)s1 | 3
Cc1ccc(Cl)cc1NC(=O)CSc1nnc(Cc2ccccc2)n1C | -1
COCC1CCCN(C(=O)CCC2(Cc3ccc(OC)c4ccccc34)CCC(=O)N2)C1 (stereo unspecified) | 3
Cc1cccc(CNC(=O)C2CCN(S(=O)(=O)c3ccc4c(c3)CCCN4C(=O)C3CCC3)CC2)c1 | -6
Fc1ccc(-c2noc3ncnc(N4CCN(c5ccccc5)CC4)c23)cc1 | 4
Clc1ccc(-c2csc3ncnc(SCc4ccco4)c23)cc1 | 2
CCOCCCn1c(=N)c(C(=O)NCc2ccco2)cc2c(=O)n3ccccc3nc21 | 11
CC(Sc1nnnn1C1CCCCC1)C(=O)O (stereo unspecified) | -5
CCn1cc(CN(C)C(=O)CC23CC4CC(CC(C4)C2)C3)cn1 | 1

Continued:
SMILES | RBX1-CUL1 inh
COc1ccc(/C=N/n2cc(-c3ccccc3)nc2N(C(C)=O)C(C)=O)cc1 | -11
CN1C(=O)C(C(c2ccccn2)C2C(=O)N(C)C(=S)N(C)C2=O)C(=O)N(C)C1=S | 1
Cc1ccc(CNC(=O)c2cc(=O)c3cc(C)c(C)cc3o2)cc1 | 5
CN(Cc1n[nH]c2c1CCCC2)C(=O)C1(N(C)C)Cc2ccccc2C1 | 7
O=C(c1ccccc1)c1ccccc1NCN1C(=O)CSC1=O | -2
C(#Cc1ccccc1)/C=C\c1cccc2ccccc12 | -6
CCOC(=O)c1cc(-c2ccc(C)cc2)n(CC(=O)Nc2ccc(OC)c(Cl)c2)c1C | 3
CCS(=O)(=O)N1CCCC(C(=O)Nc2ccc(O)cc2)C1 (stereo unspecified) | 5
Cc1oc(-c2ccc(C(=O)NCCc3ccc(Cl)cc3)cc2)nc1CSc1ccccc1 | -9
Cc1ccccc1CNC(=O)C(=O)NCC(c1ccco1)S(=O)(=O)c1ccccc1 (stereo unspecified) | -10
CCOc1cc(CNc2ccc(NC(=O)CC)cc2)ccc1OCc1cccs1 | -5
CCOc1ccccc1-c1c(C#N)c(N)nc(OC)c1C#N | -5
CSc1nc(-c2ccc(Cl)cc2Cl)[nH]c(=O)c1C#N | 1
CC(C)N(C1=N/C(=C\c2ccccc2)C(=O)N1c1cccc(Cl)c1)C(C)C | 2
COc1ccccc1NC(=O)Cn1c(=O)n(CCC(=O)NCC2CCCO2)c(=O)c2cc(OC)c(OC)cc21 (stereo unspecified) | -1
CCCNC(=O)c1ccc(C)c(NS(C)(=O)=O)c1 | 0
CC(C)c1[nH]nc2c1C(c1cccc(O)c1)C(C#N)C(=N)O2 (stereo unspecified) | 8
C=CCN1N=C(C)C(C)n2c1nc1c2c(=O)n(C/C=C/C)c(=O)n1C (stereo unspecified) | 4
O=C(Cc1ccncc1Br)NCCc1c[nH]c2ccccc12 | -4
Cc1ccc2c(C)nc(N3CCCC(C(=O)NCC(C)(C)CO)C3)nc2c1 (stereo unspecified) | 1

Random excerpt: 7 compounds from above
SMILES | RBX1-CUL1 inh
O=C(Cc1ccncc1Br)NCCc1c[nH]c2ccccc12 | -4
CCOc1ccccc1-c1c(C#N)c(N)nc(OC)c1C#N | -5
CC(C)c1[nH]nc2c1C(c1cccc(O)c1)C(C#N)C(=N)O2 (stereo unspecified) | 8
Cc1ccc2c(C)nc(N3CCCC(C(=O)NCC(C)(C)CO)C3)nc2c1 (stereo unspecified) | 1
CCOc1cc(CNc2ccc(NC(=O)CC)cc2)ccc1OCc1cccs1 | -5
CC(C)N(C1=N/C(=C\c2ccccc2)C(=O)N1c1cccc(Cl)c1)C(C)C | 2
CSc1nc(-c2ccc(Cl)cc2Cl)[nH]c(=O)c1C#N | 1

(further entries)
SMILES | RBX1-CUL1 inh
CCc1ccc(C2CC(=O)NC3=C2C(=O)CC(C)(C)C3)cc1 (stereo unspecified) | -2
CCCOc1ccc(C(=O)Nc2ccc3oc(-c4cccc(Cl)c4Cl)nc3c2)cc1 | -4
CCC(=O)C1C(=O)c2ccccc2N(C)C1=O (stereo unspecified) | 4
COc1ccccc1-c1noc(CCC(=O)Nc2ccc(C)cc2C)n1 | -3
CSc1nnc2c(n1)OC(c1ccccc1F)N(C(C)=O)c1ccc(Cl)cc1-2 (stereo unspecified) | 4
OCc1ccnc2oc3ccccc3c12 | 1
O=C(Cn1cnc([N+](=O)[O-])n1)NCCc1ccccc1 | 0
CCOC(=O)c1c(NC(=O)COc2c(C)cc(Cl)cc2Cl)sc2c1CCCC2 | 4
Cc1nc(NC(=O)NCc2nc(Cc3ccccc3)no2)nn1C(C)C | 11
Cc1ccc(-c2csc3n[nH]c(=S)n23)cc1 | -10
COc1nc(Cl)nc(N2CCCCC2C)n1 (stereo unspecified) | -7
N#CC1=C2Sc3ccccc3N2C(=N)C(C#N)C1c1cccc2ccccc12 (stereo unspecified) | 5
COc1ccc(C(=O)NCC(c2ccc(N(C)C)cc2)N2CCCC2)cc1 (stereo unspecified) | -1
CC(=O)NC(=S)Nc1ccc(NC(=O)COc2ccc(Cl)cc2)cc1 | -14
COc1ccccc1CNC(=O)C1CCN(S(=O)(=O)c2c(C)noc2/C=C/c2c(C)cc(C)cc2C)CC1 | 3
O=C(Nc1cccc(OCc2cc(=O)n3ccccc3n2)c1)Nc1cccc(C(F)(F)F)c1 | -3
CCS(=O)(=O)Nc1cc(-c2cn3ccc(C)cc3n2)ccc1C | 1
c1ccc(CCNC2CCCc3c2[nH]c2ccccc32)cc1 (stereo unspecified) | 6
CN(C)c1ccc(/C=C/c2cc(/C=C/c3ccc(N(C)C)cc3)c3ccccc3n2)cc1 | 5
CC1C(=NC(=S)NC(=O)COc2ccccc2)C(=O)N(c2ccccc2)N1C (stereo unspecified) | 3
Cc1cc(C)cc(N2CC(C(=O)OCc3ccccc3Cl)CC2=O)c1 (stereo unspecified) | 9
Cc1ccc(Cl)cc1NS(=O)(=O)Cc1ccccc1 | -1
COc1cccc(C2CC(c3ccccc3O)=Nc3ccccc3S2)c1OC (stereo unspecified) | 0
O=C(O)CCC(=O)N1N=C(c2ccccc2)CC1c1cccs1 (stereo unspecified) | 2
CCCOc1cccc(C(=O)NC2CCN(CCC)CC2)c1 | 2
Cc1ccc(C(=O)N2CCN(c3ccccc3C)CC2)cc1C | 9
COc1ccc(NC(=O)CSc2nc(-c3cccc(C)c3)[nH]c2-c2ccccc2)cc1OC | 9
Nc1c(Cl)ncc(Br)c1Cl | 1
CCOc1cccc2c1NC(C)(C)c1ssc(=S)c1-2 | -4
Cc1ccc(NC(=O)C2CCN(S(=O)(=O)c3cccc4nonc34)CC2)cc1C | -3
O=C(CN1C(=O)c2ccccc2C1=O)N1CCN=C1c1ccccc1 | 2
O=C1CC(c2ccc(F)cc2)N2CCN=C2C1C(=O)Nc1ccccc1 (stereo unspecified) | -3
CCCc1nnc2sc(CCc3ccccc3)nn12 | 3
Cc1noc(CC(Cc2onc(C)c2[N+](=O)[O-])c2ccc(Cl)cc2Cl)c1[N+](=O)[O-] | 7
CCC1CN(Cc2cccc(OC)c2O)Cc2cc(OC)ccc2O1 (stereo unspecified) | 3
COCC(=O)N(C)C(Cc1ccc(F)cc1)C1CCN(C(=O)c2ccc(-c3ccccc3)cc2)CC1 (stereo unspecified) | 5
COc1ccc(C(=O)NCC(c2ccc(N(C)C)cc2)N2CCc3ccccc32)cc1OC (stereo unspecified) | -3
COc1ccc(CCN2CCCC(CN(C)Cc3ccccc3OC)C2)cc1 (stereo unspecified) | 3
Cc1ccc(OC(C)(C)C(=O)O)cc1C | 11
COc1cc(/C=C2\N=C(c3ccco3)OC2=O)ccc1OC(C)C | -7

Not all compounds are listed, so the mix of outcomes need not match the whole.
